Screening results from PubChem.
phage Ecoli inh – growth loss of phage-infected E. coli, primary screen, RecBCD inhibitor project, absorbance, with phage, HTS | inhibition, % at 11.9 µM | 0.26% of 360,000 active; in the data active means inhibition above about 11%
* marks the source's active call; other numbers are inactive results. Only part of the results is shown; rates above refer to the full screens.

SMILES	phage Ecoli inh
CC(=O)Nc1cccc(-c2ccnc3c2CC(C(=O)NCc2ccc(N(C)C)cc2)O3)c1 (stereo unspecified)	-0.4
CCc1ccc(C(O)c2ncc(-c3ccc(C(F)(F)F)cc3)[nH]2)cc1 (stereo unspecified)	1.6
CC1(C(=O)Nc2ccc3c(c2)OCCO3)CCN1Cc1ccc(-c2ccccn2)cc1 (stereo unspecified)	0.2
O=C(NCc1cccnc1)c1cc(C2CCCN(C(=O)CCCc3ccccc3)C2)on1 (stereo unspecified)	2.5
OC1(C#Cc2c(-c3ccsc3)sc3ccccc23)CCCCC1	1.4
NC(c1csc(NC(=O)Nc2ccc(OC(F)(F)F)cc2)n1)C1CCCCC1 (stereo unspecified)	7.4
COCc1cccc(-c2csc(C(C)(NC(C)=O)c3ccccc3)n2)c1 (stereo unspecified)	-0.1
CC1=CC(=C2C=CC(=O)C=C2)C=C(C)N1C	-0.9
OCCNc1ncnc2c1ncn2[C@H]1CN(Cc2ccc(Cl)cc2)C[C@@H](CO)O1	0.9
COc1cccc(C(C)(O)c2nc(-c3ccc(S(C)(=O)=O)cc3)cs2)c1 (stereo unspecified)	0.5
Cc1ccc(S(=O)(=O)NC(=O)C2(C)CCN2C(=O)c2ccccc2)nc1 (stereo unspecified)	0.2
COCc1[nH]nc2c1C(c1ccc(Br)cc1)N(Cc1ccccc1)C2=O (stereo unspecified)	3.5
CC(C)[C@@H](CO)NC(=O)[C@H]1O[C@@H](n2cnc3c(N)ncnc32)[C@H](O)[C@@H]1O	2.3
Cc1cnc(CNC(=O)c2ccc3sc([C@@H]4O[C@H](CO)[C@H](O)[C@H](O)[C@H]4O)nc3c2)cn1	4.2
CC(C(=O)NC1CCCC1)n1c(C2CC2)nc2ccccc21 (stereo unspecified)	-1.5
CC(C)c1ccc(CC(=O)N2CCC2(C)C(=O)Nc2ccc3c(c2)OCO3)cc1 (stereo unspecified)	3.9
CCc1nc2ccc(C(=O)NCCc3c[nH]c4ccccc34)cn2c1N(C=O)CCC(C)C	5.4
COc1ccc(C(C)(NC(C)=O)c2nc(-c3cc(F)cc(F)c3)cs2)cc1 (stereo unspecified)	2.4
CCOC(=O)N1CCN(C(=O)C[C@H]2C[C@@]3(C(=O)OC)C(=C[C@H](C(C)C)O[C@@H]3C3CC3)N(Cc3ccccc3)C2=O)CC1	0.1
CC(=O)Nc1cc(-c2cccc(NS(C)(=O)=O)c2)cn2c(-c3cccc(C(C)=O)c3)cnc12	1.9
O=S1(=O)N[C@@H](Cc2ccccc2)COc2cccc(N3CCC[C@H]3CO)c21	1.1
O=C1NC[C@@H](CCCCN2C[C@H](Cc3ccc(O)cc3)N(CCc3ccc(O)cc3)C(=O)C2=O)N(CCc2ccccc2)C1=O	5.2
COc1ccc(-c2c(C(=O)c3ccccc3)[nH]c(N)c2C(N)=O)cc1OC	2.3
CCCCCCCCN1C(=O)[C@@H](CC(=O)N2CCN(C(=O)C3CC3)CC2)C[C@@]2(C(=O)OC)C1=C[C@H](C(C)(C)C)O[C@@H]2C	4.3
Cc1cccc(S(=O)(=O)NC(=O)C2(C)CCN2C(=O)Cc2ccc(-c3ccccc3)cc2)c1 (stereo unspecified)	3.1
COc1ccc(NC(=O)Nc2nc(C(N)Cc3ccc(C(F)(F)F)cc3)cs2)cc1 (stereo unspecified)	0.2
COc1ccc(-c2ccc3nccn3c2)cc1	3.0
CN1OC[C@@H]2CN(Cc3ccc4c(c3)OCO4)[C@H](c3ccc(-n4ccnc4)cc3)C[C@@H]21	0.8
COC(=O)C[C@@H]1C=C[C@@H](NC(=O)Nc2cccc(F)c2)[C@@H](CO)O1	3.7
Cc1cccc(C(O)c2ncc(-c3ccc(F)cc3)[nH]2)c1C (stereo unspecified)	4.9
Cc1cc(C)cc(Cn2cc(CN3CC(N4CCCC4)CS3(=O)=O)nn2)c1 (stereo unspecified)	-0.1
Cc1cccc(C)c1NC(=O)C(c1ccccc1)N(C)CCc1ccccc1 (stereo unspecified)	5.3
COC(=O)C1=C(C)N(Cc2ccc(Br)cc2)C(=S)NC1c1cccc(F)c1 (stereo unspecified)	3.8
Cc1ccc2nc(-c3ccc(C#N)cc3)c(Cc3cccc(Cl)c3)n2c1	1.9
CC1(C(=O)NS(=O)(=O)c2ccc(Cl)s2)CCN1C(=O)c1ccc(C2CCCCC2)cc1 (stereo unspecified)	2.2
CCc1cc2c(nc1CC)CCCN2S(=O)(=O)c1ccc(F)cc1	-0.1
COc1ccc(C(=O)c2[nH]c(N)c(C(=O)NCCc3c[nH]c4ccccc34)c2-c2ccc(Cl)c(F)c2)cc1	2.3
CCOC(=O)C1=C[C@@H](c2ccccc2)N(S(=O)(=O)c2ccc(C)cc2)[C@H]1c1cccc(Cl)c1	1.7
CN1OC[C@@H]2CN(C(=O)CCc3ccccc3)[C@H](c3ccccc3Br)C[C@@H]21	2.9
CCOC(=O)C1CCCN(C(=O)c2cccc(C(F)(F)F)c2)CC1 (stereo unspecified)	2.7
CC(C)(C)c1ccc(S(=O)(=O)NC(=O)C2(C)CCN2C(=O)C2(c3ccccc3)CC2)cc1 (stereo unspecified)	-0.9
COc1ccc(C(C)(NC(C)=O)c2nc(-c3ccc(S(C)(=O)=O)cc3)cs2)cc1 (stereo unspecified)	1.6
CCCCN(C=O)c1c(CC)nc2c(OCc3ccc(C(F)(F)F)cc3)cccn12	2.2
CCCCC[C@@H]1CCCCC[C@@H](O)C[C@@H](O)[C@@H](O)/C=C/C(=O)O1	1.0
COc1ccc(-c2coc3c(C(=O)Nc4cc(OC)c(OC)c(OC)c4)cccc23)c(C)c1	0.2
CNc1cncc(-c2c(OC)cccc2OC)n1	-0.4
CC(C)(C)c1ccc(C(=O)N2CCC2(C)C(=O)Nc2ccc3[nH]ncc3c2)cc1 (stereo unspecified)	3.3
Cc1ccc(-c2nn(-c3ccccc3)cc2C=C2SC(=S)N(CCS(=O)(=O)O)C2=O)cc1	0.5

Some of the entries so far, with bars between the fields.
structure | phage Ecoli inh
CCCCC[C@@H]1CCCCC[C@@H](O)C[C@@H](O)[C@@H](O)/C=C/C(=O)O1 | 1.0
CNc1cncc(-c2c(OC)cccc2OC)n1 | -0.4

Continuation:
SMILES	phage Ecoli inh
CCc1nc2ccc(C(=O)NCCc3ccccn3)cn2c1N(CC)Cc1cccc(Br)c1	-0.4
O=C1c2ccccc2C(c2nnnn2C2CCCCC2)N1CCc1ccc(O)cc1 (stereo unspecified)	-1.1
COc1cccc(C(=O)N2CCC[C@H]2C(=O)N2CCC[C@H]2C(=O)NCc2ccncc2)c1	2.9
COCCNC(=O)C1(C)CCCN(Cc2csc3ccccc23)C1 (stereo unspecified)	1.4
CN(C)c1ncnc2c1ncn2[C@H]1CN(Cc2ccc(Cl)cc2)C[C@@H](CO)O1	0.9
Cc1cccc(-c2cc(NCCc3cccnc3)n3nccc3n2)c1	0.7
COc1cc(OC)nc(Nc2nc(C(N)CCc3ccccc3)cs2)n1 (stereo unspecified)	-2.3
Cc1nc2ccc(C(=O)Nc3ccc4c(c3)OCC(=O)N4)cn2c1N(C)C(=O)CCc1ccccc1	3.0
Cc1cc(Br)cn2c(Cc3ccsc3)c(-c3cccc(Br)c3)nc12	0.9
NC(c1ccccc1)c1csc(Nc2ccc(C(F)(F)F)cn2)n1 (stereo unspecified)	1.6
Cc1c(C(=O)N(C)Cc2ccc(F)cc2)sc(=O)n1Cc1ccc(Cl)c(Cl)c1	3.0
O=C1Nc2ccccc2-n2nnnc2C1N1CCc2ccccc2C1 (stereo unspecified)	1.6

Gathered by group, those above containing two or more sulfur atoms (5)
SMILES	phage Ecoli inh
OC1(C#Cc2c(-c3ccsc3)sc3ccccc23)CCCCC1	1.4
COc1cccc(C(C)(O)c2nc(-c3ccc(S(C)(=O)=O)cc3)cs2)c1 (stereo unspecified)	0.5
CC1(C(=O)NS(=O)(=O)c2ccc(Cl)s2)CCN1C(=O)c1ccc(C2CCCCC2)cc1 (stereo unspecified)	2.2
COc1ccc(C(C)(NC(C)=O)c2nc(-c3ccc(S(C)(=O)=O)cc3)cs2)cc1 (stereo unspecified)	1.6
Cc1ccc(-c2nn(-c3ccccc3)cc2C=C2SC(=S)N(CCS(=O)(=O)O)C2=O)cc1	0.5

Other records.
SMILES	phage Ecoli inh
c1ccc(-c2ccc3nncn3c2)cc1	2.1
O=C1NC[C@@H](CCCCN2CCN(Cc3ccccc3)C(=O)C2=O)N(CC2CCCCC2)C1=O	-0.4
COc1ccc(C2=Nc3ccccc3NC(=O)C2N(CCc2ccccc2)C(=O)c2cccs2)cc1 (stereo unspecified)	0.0
COc1ccc(CN(C)C(=O)[C@@H](Cc2ccccc2)NC(=O)[C@H]2O[C@@H](n3ccc(N)nc3=O)[C@H](O)[C@@H]2O)cc1OC	0.9
CC1(C(=O)Nc2ccc3c(c2)OCCO3)CCC(=O)N1CCc1c[nH]c2ccccc12 (stereo unspecified)	2.4
O=c1[nH][nH]c2c1C(c1ccc(Cl)c(Cl)c1)OC(CCc1ccccc1)C2 (stereo unspecified)	-0.6
NC(CCc1ccccc1)c1csc(Nc2nccc(C(F)(F)F)n2)n1 (stereo unspecified)	6.4
CC(C)=CCC[C@H](C)CC1Cc2[nH]c(=S)[nH]c(=O)c2C(c2ccc(Cl)cc2)O1 (stereo partly specified)	-0.6
CC1(C(=O)Nc2cccc3ncccc23)CCN1C(=O)Cc1ccc(-c2ccccc2)cc1 (stereo unspecified)	0.5
CCCNC(=O)C1(C)CCCN(C(=O)c2oc3ccccc3c2C)C1 (stereo unspecified)	3.3
CC(C)C[C@H]1COc2cccc(N3CCC[C@H]3CO)c2S(=O)(=O)N1	0.5
O=S1(=O)CC(N2CCN(CC3CC3)CC2)CN1Cc1ccc(F)cc1 (stereo unspecified)	4.2
COc1cccc(-c2ccc3nccn3c2)c1	3.5
Cc1cc(C(=O)N2CCCC(C)(C(=O)NS(=O)(=O)C3CC3)C2)n(C(C)(C)C)n1 (stereo unspecified)	4.6
Cc1cc(N2CCN(CC(C)(C)O)C[C@@H]2C)ccc1N1CCN(Cc2ccccc2)[C@H](C)C1	2.5
O=C(Cn1c(=O)oc2cc(S(=O)(=O)N3CCCC3)ccc21)Nc1ccccn1	1.6
COc1cc([N+](=O)[O-])ccc1-c1ccc(/C=N/NC(=O)c2ccccc2O)o1	0.4
CCCCn1nnnc1C1(C)CCC(=O)N1CCOC (stereo unspecified)	2.4
O=C(Nc1nc(OCCN2CCCC2=O)cnc1/C=C\c1ccccc1)c1cc2ccccc2s1	2.3
COc1ccc(C(=O)N2CCCCC2c2cc(C(=O)Nc3ccc(F)c(Cl)c3)no2)cc1 (stereo unspecified)	0.7
O=C1NC[C@H](CCCCN2C[C@H](Cc3ccc(O)cc3)N(Cc3ccccc3)C(=O)C2=O)N(Cc2ccccc2)C1=O	1.0
COc1cc(NC(=O)c2ccc(-c3ccnn3C)c3ccoc23)cc(OC)c1OC	1.3
COc1ccc(OCCN2CCC(C(=O)NC(c3ccc(F)cc3)c3ncccc3C)CC2)cc1 (stereo unspecified)	0.5
Cc1cc(C)c2c(CN3CCCCCCC3)cc(=O)oc2c1	0.9
CC1(C(=O)NS(=O)(=O)c2ccccc2)CCN1C(=O)Cc1cc(F)ccc1F (stereo unspecified)	3.4
O=C(C[C@H]1CC[C@@H](NC(=O)Nc2ccc3c(c2)OCO3)[C@@H](CO)O1)NCc1ccccc1	3.8
CC(=O)CCC(=O)CNC(=O)CC[C@H]1O[C@@H](n2ccc(=O)[nH]c2=O)[C@H](O)[C@@H]1O	1.4
CCOC(=O)C1=C(C(=O)OCC)C2N(Cc3ccc(C#N)cc3)c3ccccc3[C@@]23C[C@@H](C(=O)OC)N(S(=O)(=O)c2ccccc2)C3=N1 (stereo partly specified)	2.6
CC(=O)OC[C@@H]1CN(Cc2ccccc2)C[C@H](n2cnc3c(N(C)C(C)C)ncnc32)O1	1.3
CCCCNC(=O)C1(C)CCCCN1Cc1ccc(-c2ccccc2)cc1 (stereo unspecified)	4.0
CCCS(=O)(=O)NC(=O)C1(C)CCCN(C(=O)c2ccccc2Br)C1 (stereo unspecified)	1.9
COc1cc(CN2C[C@@H](CO)O[C@@H](n3cnc4c(N5CCN(c6ccccc6)CC5)ncnc43)C2)cc(OC)c1OC	1.5
CN(C)CCCNc1nc2cc(-c3ccc(C(=O)N4CCN(C)CC4)cc3)sc2c(=O)n1C	1.3
CC(C)(C(=O)N1CCC1(C)C(=O)NS(=O)(=O)c1ccc(Br)cc1)c1ccccc1 (stereo unspecified)	-0.5
CC(C)COC(=O)N1CCCCC1c1cc(C(=O)N2CCOCC2)no1 (stereo unspecified)	-0.1
C[C@@H]1ON(C)[C@H]2C[C@H]3c4[nH]c5cccc(-c6ccc7c(c6)OCO7)c5c4CCN3C(=O)[C@@H]12	-0.8

Individual results from the list.
`CCOC(=O)C1=C(C(=O)OCC)C2N(Cc3ccc(C#N)cc3)c3ccccc3[C@@]23C[C@@H](C(=O)OC)N(S(=O)(=O)c2ccccc2)C3=N1` (stereo partly specified) in phage Ecoli inh = 2.6
`Cc1ccc(-c2nn(-c3ccccc3)cc2C=C2SC(=S)N(CCS(=O)(=O)O)C2=O)cc1` in phage Ecoli inh = 0.5
`OCCNc1ncnc2c1ncn2[C@H]1CN(Cc2ccc(Cl)cc2)C[C@@H](CO)O1` in phage Ecoli inh = 0.9
`Cc1cccc(C)c1NC(=O)C(c1ccccc1)N(C)CCc1ccccc1` (stereo unspecified) in phage Ecoli inh = 5.3
`COc1cccc(C(=O)N2CCC[C@H]2C(=O)N2CCC[C@H]2C(=O)NCc2ccncc2)c1` in phage Ecoli inh = 2.9

(more compounds)
SMILES	phage Ecoli inh
CC(C)C(=O)Nc1ccc(C=C2C=Cc3ccccc32)cc1	-0.7
CCOC1=C2[C@@H](CN(S(=O)(=O)c3ccc(C)cc3)[C@H]2c2cccc3ccccc23)[C@H]2C(=O)N(C3CCCCC3)C(=O)[C@H]2C1	3.0
NC(c1csc(Nc2ccc(C(=O)NCCO)cc2)n1)C1CCCCC1 (stereo unspecified)	1.5
CC(=O)Nc1ccc(-c2ccnc3c2CC(C)(C(=O)Nc2cccc(C(F)(F)F)c2)O3)cc1 (stereo unspecified)	0.5
Cc1noc(C)c1C(=O)N1CCC1(C)C(=O)NS(=O)(=O)c1ccccc1Cl (stereo unspecified)	2.5
CCCOc1ccc(F)cc1-c1cc(C(=O)NCc2cccs2)[nH]n1	0.3

Structures shown so far with a cyano group, in the order listed:
SMILES	phage Ecoli inh
Cc1ccc2nc(-c3ccc(C#N)cc3)c(Cc3cccc(Cl)c3)n2c1	1.9
CCOC(=O)C1=C(C(=O)OCC)C2N(Cc3ccc(C#N)cc3)c3ccccc3[C@@]23C[C@@H](C(=O)OC)N(S(=O)(=O)c2ccccc2)C3=N1 (stereo partly specified)	2.6
